RTF Ca sens act: increases calcium sensitivity of human cardiac regulated thin filaments. activation, % at 7.2 µM. 340,000 tested, 0.24% active. AID 493008. P19429+P45379. IANBD-labeled TnC RTF fluorescence at EC20 calcium; 0% EC20 calcium, 100% full calcium;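 active = activation above the mean over all tested compounds plus 3 SD, cut at about 30% in these data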;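 also: rise in fluorescence read as greater calcium sensitivity of cardiac thin filaments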
CAL-PDZ inh HTS: CAL PDZ (human) peptide binding inhibition; inhibition, % at 24.9 µM; AID 602252; 300,000 tested, 0.92% active; purified CAL PDZ, TMR-peptide fluorescence polarization, 1 h;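 active = mean inhibition of at least 30% with at least half of replicates also reaching 30%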;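 also: 0% = DMSO neutral control and 100% = excess unlabeled competitor peptide PRC23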
Keap1-Nrf2 PPI: disrupts human Keap1 binding to Nrf2 peptide; Q14145; Keap1 Kelch-Nrf2 peptide fluorescence polarization, 1536-well; inhibition, % at 9.4 µM; 340,000 tested, 0.15% active; AID 504523; in the data active = inhibition above about 12%;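 also: human Keap1 Kelch domain with fluorescein labeled Nrf2 9mer peptide probe; 0% = neutral control wells and 100% = peptide positive control; higher means more block of Keap1 binding to Nrf2 peptide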
Target sequence (Q14145 whole entry, looked up, the tested form may be a part): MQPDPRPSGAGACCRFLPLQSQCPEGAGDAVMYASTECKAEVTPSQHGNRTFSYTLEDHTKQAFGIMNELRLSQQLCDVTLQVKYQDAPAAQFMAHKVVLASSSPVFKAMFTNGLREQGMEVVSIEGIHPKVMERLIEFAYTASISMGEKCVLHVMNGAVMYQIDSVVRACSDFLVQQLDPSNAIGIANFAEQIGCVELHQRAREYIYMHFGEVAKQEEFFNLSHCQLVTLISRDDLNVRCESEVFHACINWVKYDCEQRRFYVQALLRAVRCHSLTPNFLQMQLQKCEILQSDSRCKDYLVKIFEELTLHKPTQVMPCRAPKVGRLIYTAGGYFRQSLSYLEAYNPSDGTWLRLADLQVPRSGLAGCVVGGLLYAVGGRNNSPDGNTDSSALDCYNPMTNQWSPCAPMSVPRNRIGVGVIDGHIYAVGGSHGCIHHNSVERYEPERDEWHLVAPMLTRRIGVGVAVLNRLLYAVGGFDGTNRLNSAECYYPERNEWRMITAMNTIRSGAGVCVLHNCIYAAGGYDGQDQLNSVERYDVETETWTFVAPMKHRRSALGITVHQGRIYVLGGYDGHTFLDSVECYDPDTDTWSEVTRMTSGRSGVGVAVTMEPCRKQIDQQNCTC
HTR5A ag ctr: counter-screen for OPRM1-OPRD1 agonists: human HTR5A agonism; 340,000 tested, 0.61% active; activation, % at 9.3 µM; HTR5A agonist assay, luminescence, cell-based; P47898; in the data active = activation mostly above about 9.5%, no sharp cut-off; inactive = mostly below about 7.6%;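 also: 0% = cells with vehicle only and 100% = reference agonist; strong numbers were not always called active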
Target sequence (P47898 whole entry, looked up): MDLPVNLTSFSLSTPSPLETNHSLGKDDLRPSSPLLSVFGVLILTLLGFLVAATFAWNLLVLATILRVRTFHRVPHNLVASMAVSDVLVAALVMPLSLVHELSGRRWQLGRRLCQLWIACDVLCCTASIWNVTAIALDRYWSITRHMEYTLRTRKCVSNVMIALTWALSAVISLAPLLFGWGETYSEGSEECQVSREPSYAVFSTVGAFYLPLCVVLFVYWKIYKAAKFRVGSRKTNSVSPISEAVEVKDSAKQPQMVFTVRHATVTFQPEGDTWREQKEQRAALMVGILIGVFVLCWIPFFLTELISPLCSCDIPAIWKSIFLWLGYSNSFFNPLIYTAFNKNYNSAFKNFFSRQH
Cardiac RTF inh: cardiac RTF calcium desensitization; 340,000 tested, 0.12% active; IANBD-labeled cardiac RTF, Ca2+ fluorescence; inhibition, % at 7.15 µM; P19429+P45379;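 active = inhibition above the mean inhibition of all tested compounds plus 3 SD, cut at about 17% in these data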;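 also: assay run at fixed EC70 calcium of 1.6 mM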
MOR-DOR inv ag: inverse agonist of human OPRM1-OPRD1 heterodimerization. AID 504357. P35372+P41143. 340,000 tested, 0.21% active. inhibition, % at 9.3 µM. cell-based MOR-DOR heterodimer luminescence, inverse agonism; in the data active = inhibition above about 22%, passing the limit was not always enough;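 also: 0% = cells with DMSO and 100% = wells without cells with DMSO; values of inactives mirror those of a sister screen read the other way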
V-ATPase pH: yeast V-ATPase proton transport regulation by pHLuorin; S. cerevisiae, pHLuorin cytosolic pH fluorescence; response, % at 10 µM; 350,000 tested, 0.37% active; in the data active = response mostly above about 7.3%, no sharp cut-off; inactive = mostly below about 5.4%; also: actives read high; inactives centre near 0; some compounds called inactive have numbers as strong as hits; reference of the scale not given here
OPRM1-OPRD1 ag: OPRM1-OPRD1 heterodimerization agonism. P35372+P41143. cells, luminescence. activation, % at 9.3 µM. 340,000 tested, 0.3% active. AID 504326; in the data active = activation above about 18%;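 also: 0% = vehicle-treated cells and 100% = reference agonist; values of inactives mirror those of a sister screen read the other way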
C-LANA FP: inhibitors of KSHV LANA C-terminal domain DNA binding; MBP-C-LANA/FAM-LBS DNA binding, fluorescence polarization; inhibition, % at 9 µM; 340,000 tested, 0.078% active; AID 504423;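 active = highest replicate inhibition at or above 60% at 9 µM, even if other replicates fall short; inactive = all replicates below 60% inhibition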;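 also: 0% = neutral control wells and 100% = 4 µM acridine orange control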
HTR5A inv ag: counter-screen for OPRM1-OPRD1 inverse agonists: human HTR5A inverse agonism; P47898; HTR5A cell line, luminescence; inhibition, % at 9.3 µM; AID 504634; 340,000 tested, 0.083% active; in the data active = inhibition mostly above about 23%, no sharp cut-off; inactive = mostly below about 18%;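 also: 0% = cells with DMSO and 100% = no-cell wells with DMSO; some compounds called inactive have numbers as strong as hits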
Starred values were filed as active, the others as inactive; / = not tested or not shown.

SMILES	RTF Ca sens act	CAL-PDZ inh HTS	Keap1-Nrf2 PPI	HTR5A ag ctr	Cardiac RTF inh	MOR-DOR inv ag	V-ATPase pH	OPRM1-OPRD1 ag	C-LANA FP	HTR5A inv ag
Oc1ccc(Br)cc1/C=N/Nc1ncc(-c2ccccc2)cn1	2	1	-4	-1	-6	2	5	-0.5	-0.1	39
Cc1ccc(Cl)cc1N1CCN(Cc2nnnn2Cc2ccco2)CC1	8	4	-5	2	9	12	0	-2.1	0.4	4
Cn1c(/C=N/Nc2nc3ccccc3[nH]2)nc2ccccc21	3	-1	-4	2	-7	9	1	-1.4	0.5	17
O=C(O)c1ccc(S(=O)(=O)c2ccc3c(c2)C(=O)N(NC(=O)c2ccc(O)cc2)C3=O)cc1	0	-1	-3	-2	-3	-5	-4	0.9	3.1	6
CCCc1cc(=O)oc2c(C)c(OCC(=O)N3CCC(C(=O)O)(c4ccccc4)CC3)ccc12	2	-3	-2	3	8	8	-2	-1.4	-1.3	-15
OCC#Cc1ncc(C(F)(F)F)cc1Cl	2	1	-3	2	-14	0	-2	0.0	-1.1	-4
COC(=O)Cc1c(C)nc2nc(-c3cccnc3)[nH]n2c1=O	1	-1	-1	-1	-19	-2	-5	0.4	-0.3	-2
COc1ccc(C(=O)NCC(=O)N2CCN(C(=O)c3ccco3)CC2)cc1OC	21	/	-4	5	10	10	6	-1.8	0.9	-14
O=C(NCc1ccccc1)c1ccc(NC(=O)c2ccccc2F)cc1	-1	-6	-1	-2	-9	4	2	-0.7	0.0	-14
CCc1cc2c(=O)n(-c3ccccc3)c(=S)[nH]c2s1	-2	/	-4	7	1	-5	5	1.0	1.0	-38
Cc1cccc(NC(=S)N2CCN(c3ccc(F)cc3)CC2)c1	-4	0	-4	4	-4	-2	-8	0.4	-0.3	-11
Cc1nonc1OCCN1CCN(c2ccccc2[N+](=O)[O-])CC1	-3	-6	-1	-1	-13	7	-1	-1.0	-1.7	1
COc1ccc(C)cc1NC(=O)CN(c1ccccc1F)S(C)(=O)=O	-4	-4	0	1	8	-15	-3	2.5	1.0	-4
COc1cc2c(cc1OC)CN(S(=O)(=O)c1cccc(F)c1)CC2	-1	-6	-2	-4	-2	6	-4	-1.3	-1.8	13
Cc1ccc(-c2nc(C#N)c(N3CCC(C(N)=O)CC3)o2)cc1	-8	-5	-1	5	3	11	-1	-1.7	-1.4	-15
O=C(NCc1ccc(Cl)cc1)c1csc(-c2cccnc2)n1	2	-4	1	0	2	5	0	-1.0	0.2	1
CCn1c(CNC(=O)c2ccccc2)nc2ccccc21	-4	-3	-6	-3	-7	14	-1	-2.4	2.0	-7
O=S(=O)(Nc1cc(Cl)ccc1N1CCCCC1)c1cccs1	-3	-4	-4	4	-12	-27	-2	5.2	2.9	-6
Cn1c(C(=O)N2CCN(Cc3ccc4c(c3)OCO4)CC2)cc2c(=O)n(C)c3ccccc3c21	-6	-2	-3	0	-21	5	-2	-0.9	1.2	0
O=C(CSc1nnc(-c2ccccc2)o1)Oc1ccc(Br)cc1	1	-2	-6	0	5	-8	1	1.3	2.0	0
CCCC(C(=O)NCCC(C)C)N(Cc1ccccc1Cl)C(=O)c1snc(C(N)=O)c1N (configuration not stated)	-4	12	3	1	-1	-10	-4	2.1	0.5	-5
Cc1cc(/C=N/NC(=O)c2cccc([N+](=O)[O-])c2)c(C)n1-c1ccc(Cl)cc1Cl	5	-5	-5	0	1	8	2	-1.3	-1.9	1
Cc1nc2ccc(S(=O)(=O)NCC(=O)NCc3ccc4c(c3)OCO4)cc2s1	2	-1	-2	-1	6	14	2	-2.4	-0.2	-7
COc1ccc(NS(=O)(=O)c2ccc(C)cc2)c([N+](=O)[O-])c1	-8	0	3	-5	-4	5	-5	-0.9	0.3	9
COCCN(C(=O)C1CC1)c1nnc(-c2cccc(C)c2)s1	4	-4	-2	-3	-5	13	-1	-2.4	-1.8	20
O=c1[nH]c(NCc2ccccc2)nc2c1CCC2	0	-4	0	-1	-2	5	-4	-0.9	-1.0	-9
Cn1cnnc1SCC(=O)NC(=O)NC1CCCC1	0	0	-5	4	0	21	-2	-4.6	-0.2	-23
O=C(CSc1c[nH]c2ccccc12)NC1CCCC1	-2	-4	-6	-3	-2	12	-2	-1.8	-0.3	3
Fc1cccc(CO/N=C/c2c(-c3ccccc3)nc3ccc(Cl)cn23)c1	-1	-2	-5	-1	2	-10	-1	2.0	1.1	2
CCCCC(=O)Nc1ccc(C(=O)NCCc2ccc(S(N)(=O)=O)cc2)cc1	1	-5	-3	-2	-3	-2	8	0.3	-0.4	5
COc1ccccc1NC1=C(N2CCCCC2)C(=O)c2ccccc2C1=O	-2	-3	-1	0	-10	-27	1	5.2	0.8	-1
CCOc1ccc(OC(=O)c2ccc3c(=O)n4c(nc3c2)CCC4)cc1	1	6	-7	-6	8	-1	0	0.1	0.7	14
CC[C@]12c3[nH]c4cc(CCC(=O)N(C)C)ccc4c3CCN1C(=O)[C@@H](CC(=O)NCCCn1ccnc1)C[C@@H]2C(=O)N1CCN(C(=O)C2CC2)CC1	-2	-5	-3	3	-3	13	-2	-2.7	-1.1	-10
COCCCNC(=O)c1ccc(N2CCOCC2)c(NS(=O)(=O)c2ccc(OC)cc2)c1	1	-3	4	0	-1	11	-4	-1.9	-0.6	-3
COc1cc(NC(=O)COC(=O)/C=C/c2ccccc2Cl)cc(OC)c1	-13	-1	1	-5	6	-23	-3	4.0	-0.1	16
N#CC1=C(C=Nc2ccccc2O)CCC1	1	-27	1	-7	1	21	-2	-4.1	-0.6	-2
Cc1ccccc1NCC(=O)N/N=C\C=C\c1cccc([N+](=O)[O-])c1	1	-7	4	1	1	-25	2	3.5	0.9	-3
O=C(Nc1ccccc1)N1CCN(c2nc3ccccc3s2)CC1	-2	/	-5	3	-6	-5	0	1.1	-1.3	7
CC1=NNC(=O)C1C(c1ccccc1)C(C#N)C#N (configuration not stated)	0	/	0	0	-10	9	0	-1.7	-0.8	0
N#Cc1nc(N2CCCC2)nc(N2CCCC2)n1	0	4	-4	7	4	-13	-1	2.5	1.0	-20

Part of the list above in order of count of non-hydrogen atoms, rising:
SMILES	RTF Ca sens act	CAL-PDZ inh HTS	Keap1-Nrf2 PPI	HTR5A ag ctr	Cardiac RTF inh	MOR-DOR inv ag	V-ATPase pH	OPRM1-OPRD1 ag	C-LANA FP	HTR5A inv ag
N#CC1=C(C=Nc2ccccc2O)CCC1	1	-27	1	-7	1	21	-2	-4.1	-0.6	-2
N#Cc1nc(N2CCCC2)nc(N2CCCC2)n1	0	4	-4	7	4	-13	-1	2.5	1.0	-20
O=C(CSc1c[nH]c2ccccc12)NC1CCCC1	-2	-4	-6	-3	-2	12	-2	-1.8	-0.3	3
COc1ccc(NS(=O)(=O)c2ccc(C)cc2)c([N+](=O)[O-])c1	-8	0	3	-5	-4	5	-5	-0.9	0.3	9
O=C(Nc1ccccc1)N1CCN(c2nc3ccccc3s2)CC1	-2	/	-5	3	-6	-5	0	1.1	-1.3	7
Cc1ccccc1NCC(=O)N/N=C\C=C\c1cccc([N+](=O)[O-])c1	1	-7	4	1	1	-25	2	3.5	0.9	-3
CCOc1ccc(OC(=O)c2ccc3c(=O)n4c(nc3c2)CCC4)cc1	1	6	-7	-6	8	-1	0	0.1	0.7	14
Fc1cccc(CO/N=C/c2c(-c3ccccc3)nc3ccc(Cl)cn23)c1	-1	-2	-5	-1	2	-10	-1	2.0	1.1	2
CCCCC(=O)Nc1ccc(C(=O)NCCc2ccc(S(N)(=O)=O)cc2)cc1	1	-5	-3	-2	-3	-2	8	0.3	-0.4	5
Cc1cc(/C=N/NC(=O)c2cccc([N+](=O)[O-])c2)c(C)n1-c1ccc(Cl)cc1Cl	5	-5	-5	0	1	8	2	-1.3	-1.9	1
COCCCNC(=O)c1ccc(N2CCOCC2)c(NS(=O)(=O)c2ccc(OC)cc2)c1	1	-3	4	0	-1	11	-4	-1.9	-0.6	-3
CC[C@]12c3[nH]c4cc(CCC(=O)N(C)C)ccc4c3CCN1C(=O)[C@@H](CC(=O)NCCCn1ccnc1)C[C@@H]2C(=O)N1CCN(C(=O)C2CC2)CC1	-2	-5	-3	3	-3	13	-2	-2.7	-1.1	-10

Carrying on.
SMILES	RTF Ca sens act	CAL-PDZ inh HTS	Keap1-Nrf2 PPI	HTR5A ag ctr	Cardiac RTF inh	MOR-DOR inv ag	V-ATPase pH	OPRM1-OPRD1 ag	C-LANA FP	HTR5A inv ag
CC(C)(C)NC(=O)c1cc(-c2ccccc2)n[nH]1	2	-2	1	1	-6	4	-1	-1.0	0.4	1
COc1ccc(Cc2nnc(N)s2)cc1	-2	-3	-2	5	12	8	3	-1.4	0.1	-14
COc1ccc(/C=C2\SC(=S)N(CC(=O)OCC(=O)Nc3ccc(C)cc3Cl)C2=O)cc1	-2	2	-6	4	-7	2	-1	-0.5	-0.4	-10
CCOC(=O)CSc1nc2ccccc2n1CC(=O)N1CCN(c2ccccc2)CC1	5	1	-5	/	-1	/	0	/	-0.1	/
COCCN1C(=O)N(c2cccc(C)c2)C(=O)C1CC(=O)Nc1ccc(OC)cc1 (configuration not stated)	-4	-4	-2	-3	5	19	-2	-3.6	-0.5	8
CCOc1ccccc1CNC(=O)C(C)n1nc(C)c2c(C)n(-c3ccccc3)nc2c1=O (configuration not stated)	0	-1	-1	-4	-2	16	2	-3.1	0.1	26
O=C(NCC1CCCO1)c1ccc2c(=O)n(-c3ccccc3)c(=S)[nH]c2c1 (configuration not stated)	-2	-2	-5	1	-3	21	0	-4.7	0.2	0
Cc1n[nH]c(C)c1CCNCc1ccc(OCC(O)CN2CCCCC2)cc1 (configuration not stated)	1	-2	3	3	-12	10	0	-1.8	0.6	-10
Cc1ccc(SCc2[nH]nc3c2C(c2ccc(C)o2)C(C#N)=C(N)O3)cc1 (configuration not stated)	1	/	-5	2	-7	-7	-3	1.3	-0.3	6
N#Cc1cccnc1N1CCN(C(=O)c2cccs2)CC1	-4	-6	0	-1	-2	21	4	-4.7	-2.5	3
CCCn1c(=O)c2c(c3ccccc31)OC(C)C(=O)N2 (configuration not stated)	-5	5	-6	2	-1	8	/	-2.0	2.5	2
COC(=O)c1ccc(/C=C/C(=O)OCC(=O)Nc2cc(C)on2)cc1	1	-4	-6	-6	2	-1	0	0.1	0.2	25
Cc1cc(C)nc(-n2nc(C)cc2Nc2ccccc2)n1	-2	-4	3	14	4	19	-3	-3.9	0.7	-37
c1csc(-c2nc(CN3CCSCC3)cs2)c1	2	-4	-4	10	-1	6	0	-1.2	1.3	-26
CCOc1ccc(N2C(=O)CC(Sc3n[nH]c(-c4ccccc4)n3)C2=O)cc1 (configuration not stated)	-2	3	-1	-1	-9	-6	10	1.1	0.1	16
